Assay outcomes deposited in PubChem BioAssay by several laboratories.
Smad3 FoxH1 inh – inhibitors of human Smad3 transcription factor binding | P84022 | TR-FRET Smad3/Dy647-FoxH1 peptide binding, europium anti-His | inhibition, % at 25 µM | actives 0.29% (n = 88,000);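 active means compounds that reduce the energy-transfer binding signal between the protein and its labelled peptide by more than half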;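 further: 0% = Smad3 plus labelled peptide maximal FRET and 100% = peptide-only background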
Target sequence (P84022 whole entry, looked up): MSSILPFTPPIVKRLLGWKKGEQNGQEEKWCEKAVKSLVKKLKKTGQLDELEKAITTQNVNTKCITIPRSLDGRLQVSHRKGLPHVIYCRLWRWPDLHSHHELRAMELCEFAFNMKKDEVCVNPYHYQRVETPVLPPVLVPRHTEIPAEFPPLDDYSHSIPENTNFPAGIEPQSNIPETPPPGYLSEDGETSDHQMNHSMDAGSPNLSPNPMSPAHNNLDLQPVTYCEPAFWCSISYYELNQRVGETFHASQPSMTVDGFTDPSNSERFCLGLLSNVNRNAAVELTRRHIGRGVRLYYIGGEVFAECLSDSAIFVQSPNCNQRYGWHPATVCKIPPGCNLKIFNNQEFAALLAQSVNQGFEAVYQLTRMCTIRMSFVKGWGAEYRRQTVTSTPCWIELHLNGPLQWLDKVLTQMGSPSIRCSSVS
cytoskel mod – cytoskeleton assembly modification; HUVEC TNFa F-actin phalloidin imaging, high content; inhibition, % at 2 µM; actives 0.18% (n = 91,000); AID 836;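 active means inhibition above the batch mean plus 3 SD and confirmed as a hit by visual image inspection, cut at about 30% in these data, passing the limit was not always enough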; further: strong numbers were not always called active
HUVEC inhibit – human endothelial cell proliferation inhibition; actives 1.1% (n = 86,000); HUVEC proliferation, CellTiter-Glo luminescence, 72 h; hits give low values; viability, % at 10 µM (by protocol); AID 648;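 active means viability at or below 30%; inactive means viability above 30%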;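 further: 100% = median luminescence of DMSO-only cell control wells on each plate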
PTK2B oligo ant – blocks oligomerization of human Pyk2 in cells | z-score (the deposit names both 25 µM and 10 µM) | actives 0.83% (n = 99,000) | Q293 cells, Pyk2 FERM NanoBiT luminescence; hits give low values | AID 1347419 | Q14289;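 active means Z-score of -3 or lower, scaled per plate to the spread of control and sample wells; inactive means z-score above -3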;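 further: negative z-score means lost luminescence so less FERM oligomerization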
VCAM1 TNFa inh – reduces TNF alpha induced VCAM1 expression in HUVEC. HUVEC TNFa-induced VCAM-1 immunofluorescence, high-content imaging. inhibition, % at 2 µM. actives 0.48% (n = 95,000);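 active means inhibition above the batch mean plus 3 SD, with images confirmed as a hit by eye, cut at about 37% in these data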;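 further: 0% = TNF-stimulated DMSO wells and 100% = unstimulated control wells; not every result past the cut was called active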
TNFa cytotox – HUVEC cytotoxicity counter-screen, TNF alpha stimulated; HUVEC TNFalpha-stimulated, Hoechst cell count, imaging; cell count reduction, % at 2 µM; actives 0.17% (n = 93,000); AID 848;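 active means cell count reduction exceeding the screen mean by over 5 SD, scaled to untreated wells per plate, cut at about 78% in these data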;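 further: cells counted after 24 h of TNF alpha exposure following the 1 h pretreatment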
Lung fibro prol – blocks proliferation of human lung fibroblasts; LL 47 human lung fibroblast viability, ATP luminescence; hits give low values; viability, % at 10 µM; actives 1.1% (n = 85,000);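 active means viability at or below 50% in the single dose screen; inactive means viability above 50%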;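 further: compound exposure lasted 72 h before the ATP readout; 100% = median luminescence of untreated cell-only wells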
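Material: human LL 47 lung fibroblast cells; quantity: 1,150 cells/well; medium: IMEM plus 15% FBS; doses: 0.1% DMSO in all compound wells; timing: overnight attachment after seeding, then 72 h compound exposure at 37 °C; detection: CellTiter-Glo luminescence; measure: % viability of median cell-only signal; controls: cell-only wells, no compound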
H69AR growth 86K – growth inhibitors of human H69AR lung tumor cells; AID 598; viability, % at 10 µM; actives 6% (n = 85,000); H69AR lung tumor viability, ATP luminescence, 72 h; hits give low values;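 active means viability at or below 40%; inactive means viability above 40%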;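 further: multidrug resistant small cell line overexpressing MRP-1 efflux transporter; 100% = mean luminescence of untreated control wells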
IL1B cytotox – toxic to HUVEC cells under IL-1B stimulation. HUVEC cell count loss, Hoechst imaging, IL-1B stimulated. cell count reduction, % at 2 µM. actives 0.41% (n = 94,000);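 active means cell count reduction more than 3 SD above the screen-wide mean, cut at about 70% in these data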;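 further: normalized per plate to untreated control cells as the no-loss baseline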
The depositor's hits bear a star; . = no result given; [ ] = remark or other dose. Only part of the results is shown. The share of hits here may be higher or lower than overall.

SMILES	Smad3 FoxH1 inh	cytoskel mod	HUVEC inhibit	PTK2B oligo ant	VCAM1 TNFa inh	TNFa cytotox	Lung fibro prol	H69AR growth 86K	IL1B cytotox
CCN(CC)Cc1cc(C(C)=O)ccc1O	-9.8	-3.9	88.3	0.3	30.8	23.0	98.7	98.5	35.0
O=C1OCCC1Sc1nnc(-c2ccccc2)o1 (stereo not drawn)	-19.3	-14.0	103.7	1.32	9.8	-1.4	95.0	74.4	-6.8
CCCN(CCC)C(=O)Cc1coc2ccc3ccccc3c12	3.6	.	91.1	-2.33	-9.1	-9.5	91.2	78.9	-4.5
Cc1ccc(NC(=O)CCN2CCN(C/C=C/c3ccccc3)CC2)cc1C	-1.9	16.5	61.1	0.44	11.2	-16.1	93.7	49.1	19.2
O=C(Nc1cc(C(F)(F)F)ccc1N1CCOCC1)c1ccc(F)cc1	-6.0	3.1	96.6	0.51	4.9	6.8	108.0	78.8	-54.4
c1cncc(C(c2nnnn2C2CCCC2)N2CCCC2)c1 (stereo not drawn)	14.4	-24.3	99.5	0.46	-0.3	0.0	91.9	95.9	-24.9
COc1cccc(NC(=O)COc2ncnc3sc(C)c(C)c23)c1	.	-3.1	.	-0.05	-4.7	-27.6	.	.	-26.7
O=C(Nc1cc(C(F)(F)F)ccc1-n1cncn1)c1ccc(Br)cc1	2.1	-21.5	94.0	-0.3	0.7	-7.6	107.1	74.2	2.1
CC(C)NC(=S)NN(c1ccccc1)c1ccccc1	.	-4.6	.	1.76	16.0	-1.2	.	.	-11.9
COc1ccc(C2C(C(=O)c3sc(C)nc3C)=C(O)C(=O)N2CCCn2ccnc2)cc1 (stereo not drawn)	11.5	.	103.0	.	.	.	102.5	94.3	.
COc1ccc(N2C(=O)CC(N3CCN(c4ccc(C(=O)c5cccnc5)cc4)CC3)C2=O)cc1 (stereo not drawn)	0.0	2.6	102.5	0.65	1.7	-6.6	107.5	95.7	-4.5
CCN(CC(=O)Nc1ccc2c(c1)OC(F)(F)O2)Cc1nc2ccccc2c(=O)[nH]1	-11.8	-7.0	74.3	-3.89*	-2.5	7.7	86.7	48.6	10.1
CCOc1ccc(C2CC(c3ccc(CC)cc3)n3nc(N)nc3N2)cc1 (stereo not drawn)	-15.5	.	96.9	.	.	.	95.6	99.1	.
Cc1ccc(NC2=NC(=S)N(CC#N)C23CCCCC3)cc1	2.5	7.6	100.3	0.35	18.4	9.3	101.4	81.8	-29.3
CCOC(=O)Cn1c(=O)c2c(nc(Br)n2CC(=O)OCC)n(C)c1=O	9.8	13.3	104.2	-0.31	10.4	-19.8	104.8	69.9	-126.7
COc1ccc(C)cc1S(=O)(=O)NCCC1=CCCCC1	-12.1	4.5	108.5	-1.07	15.8	-39.1	99.1	103.4	-6.4
Cc1ccc(-c2nn3c(C)nnc3c3ccccc23)cc1S(=O)(=O)NCc1ccco1	-11.2[fluorescence artefact?]	3.5	71.4	-0.64	13.6	-9.6	62.0	63.1	.
CN(c1ccc(C(=O)NCc2ccccc2)cc1)S(C)(=O)=O	11.9	5.3	101.4	-0.83	-28.9	-20.5	98.7	109.6	27.5
O=S(=O)(c1ccc(Cl)s1)N1CCN(c2ncccn2)CC1	10.7[fluorescence artefact?]	15.5	94.2	-1.27	7.0	-21.9	101.8	91.1	-13.8
Cn1c(N)c(C(=O)COC(=O)C2(c3ccc(F)cc3)CCCC2)c(=O)n(C)c1=O	5.8[fluorescence artefact?]	.	100.2	-0.41	.	.	98.6	93.5	.
Cc1ccnc(N2C(=O)C3C4CC(C(Br)C4Br)C3C2=O)c1 (stereo not drawn)	.	16.1	.	0.04	-2.5	1.3	.	.	5.8
Cc1nn(-c2ccccc2)c2sc(C(=O)N3CCc4ccccc4C3)cc12	-6.9	.	71.5	-0.61	.	.	91.4	93.2	.
CCN(CC)c1ncnc2c1ncn2Cc1c(Cl)cccc1Cl	10.7	-14.7	86.5	-3.06*	-5.0	-12.0	85.7	83.4	3.5
CN1CCN(CCCNc2nc3ccccc3c3nc(-c4ccccc4)nn23)CC1	8.1	.	69.5	.	.	.	66.9	27.9*	.
COc1ccc(C(=O)N/C(N)=N/c2nc3ccccc3o2)cc1	4.3	0.9	85.5	2.24	11.1	-17.4	97.4	18.8*	.
CC1(C)CC2CC(C)(CN2c2ncnc3ccccc23)C1 (stereo not drawn)	4.2	5.7	89.1	-1.07	3.5	-5.3	83.7	50.9	6.7
CCOC(=O)C1C(=O)NC(N2CCN(c3ccccc3)CC2)=NC1c1ccccc1 (stereo not drawn)	-7.0	-7.5	86.9	-0.27	-2.9	-2.1	95.5	76.1	12.4
Cc1ccc(C2CC(c3cccc(C)c3)n3nc(N)nc3N2)cc1 (stereo not drawn)	13.0	.	94.6	.	.	.	96.5	95.1	.
O=C(CCc1c[nH]c2ccccc12)NCC1CCCO1 (stereo not drawn)	7.8	39.6	90.4	-0.01	6.9	-65.2	93.9	81.7	5.5
Cc1ccccc1-c1nc(Cc2ccc(Cl)cc2)no1	-4.3	-34.5	109.3	-1.48	0.2	12.7	101.2	92.2	2.3

Two of the compounds above, with values under each structure.
Results follow in this order: Smad3 FoxH1 inh	cytoskel mod	HUVEC inhibit	PTK2B oligo ant	VCAM1 TNFa inh	TNFa cytotox	Lung fibro prol	H69AR growth 86K	IL1B cytotox
COc1ccc(C2C(C(=O)c3sc(C)nc3C)=C(O)C(=O)N2CCCn2ccnc2)cc1 (stereo not drawn)
    11.5	.	103.0	.	.	.	102.5	94.3	.
CCCN(CCC)C(=O)Cc1coc2ccc3ccccc3c12
    3.6	.	91.1	-2.33	-9.1	-9.5	91.2	78.9	-4.5

Further results
SMILES	Smad3 FoxH1 inh	cytoskel mod	HUVEC inhibit	PTK2B oligo ant	VCAM1 TNFa inh	TNFa cytotox	Lung fibro prol	H69AR growth 86K	IL1B cytotox
CCN(CC)S(=O)(=O)N1CCC(C(=O)NC(C)CCc2ccccc2)CC1 (stereo not drawn)	9.1	-23.5	100.3	0.44	2.1	-13.9	103.3	92.0	24.1
CC(=O)N1CCN=C1SCc1ccc(C)cc1	-6.1	.	83.0	.	.	.	102.7	101.1	.
CC(=O)c1cc(F)c(N2CCN(C(=O)COc3ccc(F)cc3)CC2)cc1C	-0.6	-0.1	97.4	1.62	7.2	-6.3	96.7	80.3	83.3*
Cc1ccc(NC(=O)CCc2nnc(SCC(=O)Nc3ccccc3C)n2C)cc1Cl	.	9.4	.	-0.94	14.2	-9.3	.	.	-22.0
O=C(COc1cccc2cccnc12)Nc1nccs1	2.0	-2.1	90.3	0.51	-27.0	2.0	110.2	74.1	-52.5
Cc1cc(C)c(C(=O)c2ccc(C(=O)N(C(C)C)C(C)C)cc2)c(C)c1	6.2	-0.7	92.2	-0.81	-21.3	4.1	83.7	23.9*	8.5
Cc1ccc(C)n1NC(=O)c1ccccc1	1.8	-10.5	87.9	-0.44	11.9	1.4	94.2	81.7	-4.9
Cn1c(=O)[nH]c(=O)c2c1nc(N1CCCCC1)n2CC(O)CN1CCCCC1 (stereo not drawn)	1.9	19.5	93.6	-0.4	4.0	-18.0	98.1	76.2	6.1
CCC(=O)N1CC2(C)CN(C(=O)CC)CC(C)(C1)C2	2.3	.	90.9	0.14	.	.	109.2	106.1	.
CCN1C(=O)C2C(c3cccc(F)c3)NC(C)(C(=O)OC)C2C1=O (stereo not drawn)	8.1	4.4	92.5	1.57	-4.7	18.2	97.5	90.0	-10.4
Cn1c(/C=N/NC(=O)c2ccccc2Br)nc2ccccc21	.	13.2	.	-1.33	20.5	3.5	.	.	16.4
COc1ccc(CNC(=O)CN2C(=O)C3CCCN3c3ncc(Cl)cc32)cc1 (stereo not drawn)	-9.7	-13.3	88.2	0.32	4.1	-10.7	99.6	83.6	0.5
COc1ccc(Cl)cc1CN1CCN(c2nc(C)cc(C)c2C#N)CC1	0.8	-10.6	100.0	-1.74	-2.2	-9.2	87.0	90.7	9.0
O=Cc1ccc(OCc2ccccn2)cc1	-1.1	14.8	89.8	0.64	-0.8	-26.1	95.3	86.8	11.8
O=c1c2c(-c3ccccc3)csc2ncn1/N=C/c1c2ccccc2cc2ccccc12	.	0.6	.	0.23	18.1	-7.8	.	.	-15.8
Cc1cccc(NC(=O)CSC(N)=O)c1C	14.8[fluorescence artefact?]	.	77.9	-0.43	11.9	-9.6	87.8	45.4	10.8
CCCc1c(O)nc(SCc2ccccc2)[nH]c1=O	-9.4	-1.5	100.0	0.21	4.0	-3.7	104.8	93.9	5.1
CCC(=O)NCCN1CCN(C(=O)CC)CC1	16.5[fluorescence artefact?]	.	97.2	1.13	.	.	100.0	76.4	-11.5
N#Cc1c(N2CCOCC2)nc(N2CCCCC2)c2c1CCN(C1CCCCC1)C2	11.3	-25.1	92.8	.	13.7	-8.3	82.1	77.5	28.6
Cn1c2c(c(=O)n(C)c1=O)C(c1cccc([N+](=O)[O-])c1)Nc1ccccc1O2 (stereo not drawn)	-10.5	-4.2	107.1	-0.79	14.6	-11.4	102.0	88.5	4.3
C=CCNc1nc(NCCO)nc(N2CCCC2)n1	13.9[fluorescence artefact?]	-36.3	103.3	1.28	6.7	15.2	95.3	84.1	-4.8
Cc1ccnc2nc(C(=O)NCc3cccs3)nn12	3.7	-1.9	94.6	0.61	-8.8	-12.5	104.3	89.0	-108.8
CSc1nsc(SCC(=O)Nc2ccc3c(c2)OCCO3)n1	-9.6[fluorescence artefact?]	-67.2	89.0	1.86	10.3	-16.9	100.3	70.5	13.1
COc1cccc(C2/C(=C(\O)c3ccc(OC)c(OC)c3)C(=O)C(=O)N2c2cc(C)on2)c1 (stereo not drawn)	-3.7[fluorescence artefact?]	-22.1	77.1	-1.3	5.0	1.6	99.8	62.0	-6.2
CCOC(=O)N1CCC(NC(=O)CS(=O)(=O)Cc2nc(-c3ccc(C)cc3)oc2C)CC1	-8.6	2.6	100.3	.	5.5	-36.5	97.3	88.3	-8.8
Cc1cc(C)cc(NC(=O)Cn2cc3c(n2)CCCCC3)c1	.	-21.5	.	.	-12.3	36.0	.	.	-5.1
Cc1ccc(NC(=O)CSc2nnc(Cc3cccn3C)n2-c2ccc(F)cc2)c(C)c1	13.2	1.5	102.7	.	14.9	-27.9	101.3	75.8	-13.9
O=C(O)CCSCC(=O)c1ccc2c(c1)OCCO2	-0.7	-11.3	99.6	1.67	13.1	-6.2	94.2	97.9	-23.6
Cc1sc2ncnc(Sc3nnc4sc5ccccc5n34)c2c1C	2.7	.	97.0	.	.	.	93.0	34.7*	.
CCc1ccc(NC(=O)CSc2nnc(-c3ccccn3)n2C)cc1	5.3	46.9	98.1	0.23	1.2	-30.2	102.2	88.6	-11.9
COc1cccc(/C=N/NC(=O)c2cccc([N+](=O)[O-])c2)c1OS(=O)(=O)c1ccccc1	.	7.0	.	-1.99	2.0	0.7	.	.	-36.2
O=C(CCc1ccccc1)Nc1nnc(-c2cccs2)o1	0.7	.	87.1	.	.	.	97.5	102.4	.
Cc1nnc(NC(=O)CSc2nc3c(c(=O)n2C)SC(C)C3)s1 (stereo not drawn)	2.5	-11.7	107.9	.	1.3	-0.8	103.2	87.5	-14.0
O=C(c1cccc(C(F)(F)F)c1)N1CCN(C2CCCCC2)CC1	-3.8	0.1	90.2	1.01	13.1	1.2	104.7	82.6	-26.9
CCOc1ccc(N2C(=O)CC(N(O)c3ccccc3)C2=O)cc1 (stereo not drawn)	3.7	-22.8	92.1	0.92	-0.4	-8.8	85.2	82.9	-11.5
